GASC-1 inh = blocks human GASC-1 demethylase activity. 330,000 tested, 0.069% active. Q9H3R0. inhibition, % at 2.35 µM. AID 2099. GST-JMJD2C(1-420) H3K9me3 demethylation, DELFIA europium;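 active = more than half of a compound's replicate wells show inhibition beyond 50%, single wells judged on their own value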;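 note: signal counts dimethyl H3K9 product captured on neutravidin plate; 0% = median of DMSO wells and 100% = 0.3 times that DMSO median; strong numbers were not always called active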
TPT1 inhibitor = blocks Candida albicans tRNA 2'-phosphotransferase; recombinant caTPT1, FP RNA substrate dephosphorylation; inhibition, % at 5 µM; 300,000 tested, 0.81% active;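 active = inhibition above the mean of all tested compounds plus 3 SD, set per screening campaign, cut at about 24% in these data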;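 note: plate controls were DMSO alone for no effect and ferristatin control at 100 nM for full effect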
core dimer inh = HCV core protein dimerization inhibition; inhibition, % at 5 µM; AID 1899; TR-FRET GST/Flag-core106 dimerization, 1536-well; 300,000 tested, 0.33% active;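 active = inhibition above the mean of all tested compounds plus 3 SD, set per screening campaign, cut at about 45% in these data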
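Material: GST/Flag-tagged HCV core106 proteins. Incubation: 4 h, 22.5 °C incubation. Read-out basis: inhibition (%) from 671 over 617 nm ratio. Measured by: TR-FRET, excitation 340 nm, emission 617 and 671 nm.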
PP1 counter = counter-screen for PP5 inhibitors: inhibitors of human PP1-alpha; P62136; purified PP1alpha, OMFP fluorescence; inhibition, % at 6.7 µM; 320,000 tested, 0.9% active; AID 2235;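 active = inhibition above the mean inhibition of all tested compounds plus 3 SD, computed separately for each screening campaign, cut at about 15% in these data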
PP5 inh = PP5 (human) phosphatase inhibition; P53041; purified PP5c, OMFP substrate fluorescence; inhibition, % at 6.7 µM; 320,000 tested, 0.18% active;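 active = inhibition above the campaign's mean inhibition across all tested compounds plus 3 SD, cut at about 9.5% in these data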;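 note: 0% = DMSO only and 100% = 100 µM cantharidin control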
Target sequence (P53041 whole entry, looked up): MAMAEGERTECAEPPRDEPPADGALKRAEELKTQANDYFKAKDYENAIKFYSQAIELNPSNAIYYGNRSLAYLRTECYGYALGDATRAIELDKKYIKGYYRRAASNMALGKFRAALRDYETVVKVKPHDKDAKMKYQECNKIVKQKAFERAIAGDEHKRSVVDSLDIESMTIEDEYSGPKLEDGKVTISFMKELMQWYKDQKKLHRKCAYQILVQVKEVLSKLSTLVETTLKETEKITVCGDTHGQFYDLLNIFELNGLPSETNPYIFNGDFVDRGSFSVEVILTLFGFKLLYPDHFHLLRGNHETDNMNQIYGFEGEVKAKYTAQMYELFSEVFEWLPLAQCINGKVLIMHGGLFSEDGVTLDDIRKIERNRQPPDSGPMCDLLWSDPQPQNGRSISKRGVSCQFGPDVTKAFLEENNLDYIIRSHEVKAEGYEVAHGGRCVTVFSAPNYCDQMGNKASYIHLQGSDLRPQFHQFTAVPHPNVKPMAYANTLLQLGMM
proCasp3 act = activators of human procaspase-3; AID 463141; activation, % at 8.5 µM; P42574; 330,000 tested, 0.11% active; recombinant procaspase-3 D3A, Ac-DEVD-pNA absorbance 405 nm;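 active = activation above the mean of all tested compounds plus 3 SD, cut at about 21% in these data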;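 note: 0% = DMSO alone and 100% = DMSO wells spiked with extra 5 µM PC-3 D3A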
Target sequence (P42574 whole entry D9A/D28A/D175A): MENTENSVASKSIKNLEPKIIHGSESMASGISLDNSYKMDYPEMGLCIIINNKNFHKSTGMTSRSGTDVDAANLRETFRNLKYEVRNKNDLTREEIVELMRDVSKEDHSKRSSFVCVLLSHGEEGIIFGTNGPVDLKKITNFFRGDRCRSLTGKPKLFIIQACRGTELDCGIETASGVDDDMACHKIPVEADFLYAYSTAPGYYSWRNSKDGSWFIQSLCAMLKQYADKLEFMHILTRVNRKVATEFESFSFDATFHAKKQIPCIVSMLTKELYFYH
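assay system = Procaspase-3 D3A mutant | signal = absorbance at 405 nm, 0 and 120 min | times = 1 h preincubation plus 2 h reaction at 25 °C | repeats = single replicate | read-out = % activation between DMSO and enzyme-spiked controls | medium = Zinc-free HEPES saline buffer with Triton X-100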
Fh CTSL1 inh = counter-screen for PFM18AAP inhibitors: inhibitors of F. hepatica cathepsin L1 | recombinant F. hepatica cathepsin L1, Z-Leu-Arg-MCA fluorescence | inhibition, % at 5.96 µM | 300,000 tested, 0.49% active | AID 1906;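 active = inhibition above the mean of all tested compounds plus 3 SD, set per screening campaign, cut at about 17% in these data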;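 note: 0% = plate median of test compound wells and 100% = 1 µM Z-Phe-Ala-diazomethylketone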
proCasp7 act = activates human procaspase-7, counter-screen for procaspase-3 activators. P55210. recombinant procaspase-7, Ac-DEVD-pNA absorbance 405 nm; D23A/D198A/D206A triple mutant, cannot self-cleave; scale: DMSO 0, 5 µM enzyme 100. activation, % at 8.5 µM. 330,000 tested, 0.093% active;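 active = percent activation above the screen-wide mean plus 3 SD, cut at about 25% in these data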
Target sequence (P55210 whole entry D23A/D198A/D206A): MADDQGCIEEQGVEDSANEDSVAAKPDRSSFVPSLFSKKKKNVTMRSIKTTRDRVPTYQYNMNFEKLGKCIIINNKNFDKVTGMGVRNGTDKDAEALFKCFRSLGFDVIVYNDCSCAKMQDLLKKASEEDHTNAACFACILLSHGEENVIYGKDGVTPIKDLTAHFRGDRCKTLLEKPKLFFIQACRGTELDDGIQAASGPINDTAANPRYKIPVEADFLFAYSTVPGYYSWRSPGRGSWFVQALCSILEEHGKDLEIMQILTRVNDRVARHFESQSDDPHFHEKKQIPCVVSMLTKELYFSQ
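Assay system: Uncleavable procaspase-7 mutant enzyme; Input: 2 µM procaspase-7 mutant as dispensed; Also added: DEVD-pNA substrate; Medium: Zinc-free HEPES pH 7.4 with 300 mM NaCl, 0.01% Triton X-100; Timing: 1 h compound preincubation, 2 h substrate cleavage, 25 °C; Measured by: Epi-absorbance of released pNA at 405 nm, two timepoints.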
Efflux pump inh = antifungal efflux pump inhibition, Nile Red retention. S. cerevisiae Candida pump triplex. 330,000 tested, 0.44% active. inhibition, % at 10 µM;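 active = plate passing quality check with inhibition over a set limit, or well fluorescence over plate mean plus 4 SD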;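 note: Nile Red retained in pooled yeast measured as flow cytometry median fluorescence; 0% = buffer negative control and 100% = Enniatin B positive control; higher means more Nile Red kept so more efflux inhibition; some compounds called inactive have numbers as strong as hits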
* hit, by the source's call; · = not tested or not shown; & = joins results of further samples.

SMILES	GASC-1 inh	TPT1 inhibitor	core dimer inh	PP1 counter	PP5 inh	proCasp3 act	Fh CTSL1 inh	proCasp7 act	Efflux pump inh
COc1ccc([C@H]2CC(=O)C=C(c3ccc(SC)cc3)C2)cc1OC	3	·	·	1	3.5	7	·	9	-0.2
COc1cccc(-n2ccnc2SCC(=O)Nc2nccs2)c1	1	2	1	-2	-1.7	1	2	4	0.0
O=C1c2ccccc2C(=O)N1CCOCCN1C(=O)c2ccccc2C1=O	0	0	-4	-2	0.2	3	1	2	0.0
COc1ccccc1OCCn1cc(/C=N/NC(=O)c2ccncc2)c2ccccc21	19	1	1	0	-0.4	-3	3	9	0.1
COC(=O)N/N=C(\C)c1ccc(C)c([N+](=O)[O-])c1	4	-1	0	-3	-0.2	-1	-2	2	-0.1
O=C1NCCCC1C(=O)N/N=C/c1cc([N+](=O)[O-])ccc1O (stereo unspecified)	-11	0	-8	5	1.2	-4	7	-22	-0.2
CCN(CC)C(=O)c1sc2nc(-c3cccs3)cc(-c3ccc(Cl)cc3)c2c1N	1	24	16	7	4.8	-16	-1	-10	0.4
O=C(NCc1cccnc1)Nc1ccc2c(c1)OCO2	4	-5	5	-6	0.2	4	-2	6	0.1
COc1ccc(CCCc2nnc(SCC(=O)Nc3ncc(C)s3)o2)cc1	-14	-1	2	-3	-2.0	3	5	10	0.0
CCOc1ccc(S(=O)(=O)NCCC(=O)N2CC(C)CC(C)C2)cc1 (stereo unspecified)	-1	0	0	79*	-0.5	3	0	6	0.1
CCOCCCNC(=S)NCCNc1nc2ccc(C)cc2cc1C#N	-2	-1	2	-3	1.8	1	-4	-1	-0.1
NC(=O)C1CCN(C2CC(=O)N(Cc3ccc(N4CCCC4=O)cc3)C2=O)CC1 (stereo unspecified)	140	0	-6	-4	1.5	-27	-5	-39	0.0
Cc1ccc(OCC(=O)NC(=S)Nc2cccc(NC(=O)c3ccc(Cl)cc3Cl)c2)cc1	-15	-2	9	0	3.1	4	0	0	-0.3
CCc1ccccc1NC(=S)N(Cc1cccs1)C1CCCC1	-5	-2	3	-9	-0.2	1	0	0	-0.1
CCOc1cc(NC(=S)Nc2cccc(OC)c2)c(OCC)cc1NC(=O)C1CC1	-2	1	6	-2	0.4	-16	0	-21	-0.1
COc1cc(NC(=O)Nc2cc(C)on2)cc(OC)c1OC	-24	-4	-9	3	2.5	4	0	0	0.0
COc1cccc(C(c2nnnn2CCc2ccccc2)N2CCN(c3ccccc3)CC2)c1OC (stereo unspecified)	7&37	-7	16	6	-0.9	-6	5	4	0.1
COc1ccccc1NC(=O)NCCc1c[nH]c2ccccc12	-3	0	-3	0	1.3	4	-3	5	0.1
Cc1cc(F)ccc1NC(=O)c1cc(S(=O)(=O)N2CCc3ccccc32)cn1C	7	-3	13	2	3.7	0	2	5	0.1
O=C(Nc1ccc2c(c1)OCO2)Nc1ccc(Cl)cc1Cl	-1	-3	-5	1	1.5	-7	-2	-5	0.1
COc1ccccc1/C=C/CN1CCC(Oc2ccc(C(=O)N3CCCC3)cc2)CC1	1	0	-6	-20	0.9	8	0	0	0.0
CCOC(=O)N1CCN(CC(O)COCCC23CC4CC(CC(C4)C2)C3)CC1 (stereo unspecified)	-4	1	1	-2	1.1	-3	-1	1	0.2
O=C(NC1CCCC1)c1cc(-c2ccc(Cl)cc2Cl)on1	13	-3	0	-2	1.3	3	-5	4	-0.1
COC(=O)[C@H](C)NC(=O)c1cc2c(cn1)[nH]c1ccccc12	-3	-3	4	-4	-2.5	-10	-5	-3	-0.1
Cc1ccc(S(=O)(=O)Nc2ccccc2F)cc1C(=O)N1CCN(c2ccccc2O)CC1	1	·	·	-6	2.3	13	·	-5	0.1
Cc1ccc2nc3c(cc(C(=O)NCCc4ccccc4)c(=N)n3CCN3CCOCC3)c(=O)n2c1	0	1	9	0	-2.0	-9	3	-14	-0.1
Cc1c(Cl)cccc1NC(=O)CCN1CCCC(C)C1 (stereo unspecified)	1	-1	-5	0	-2.1	3	0	-4	-0.1
Cc1ccc(S(=O)(=O)N(CC(=O)N2CCCCCC2)c2ccccc2)cc1	-2	-6	5	2	0.9	2	0	0	-0.2
C/C(=N\NC(=O)CNc1ccc(F)cc1)c1cc2ccccc2o1	-5	0	9	1	0.8	0	2	-1	0.1
O=C(CCS(=O)(=O)c1cccc2nonc12)Nc1ccc(Br)cc1	15	-4	-5	1	2.1	3	-2	11	1.4

Another view of 4 compounds above.
COc1ccccc1NC(=O)NCCc1c[nH]c2ccccc12
  GASC-1 inh: -3; TPT1 inhibitor: 0; core dimer inh: -3; PP1 counter: 0; PP5 inh: 1.3; proCasp3 act: 4; Fh CTSL1 inh: -3; proCasp7 act: 5; Efflux pump inh: 0.1

C/C(=N\NC(=O)CNc1ccc(F)cc1)c1cc2ccccc2o1
  GASC-1 inh: -5; TPT1 inhibitor: 0; core dimer inh: 9; PP1 counter: 1; PP5 inh: 0.8; proCasp3 act: 0; Fh CTSL1 inh: 2; proCasp7 act: -1; Efflux pump inh: 0.1

COc1ccccc1/C=C/CN1CCC(Oc2ccc(C(=O)N3CCCC3)cc2)CC1
  GASC-1 inh: 1; TPT1 inhibitor: 0; core dimer inh: -6; PP1 counter: -20; PP5 inh: 0.9; proCasp3 act: 8; Fh CTSL1 inh: 0; proCasp7 act: 0; Efflux pump inh: 0.0

CCOC(=O)N1CCN(CC(O)COCCC23CC4CC(CC(C4)C2)C3)CC1 (stereo unspecified)
  GASC-1 inh: -4; TPT1 inhibitor: 1; core dimer inh: 1; PP1 counter: -2; PP5 inh: 1.1; proCasp3 act: -3; Fh CTSL1 inh: -1; proCasp7 act: 1; Efflux pump inh: 0.2

Additional entries.
SMILES	GASC-1 inh	TPT1 inhibitor	core dimer inh	PP1 counter	PP5 inh	proCasp3 act	Fh CTSL1 inh	proCasp7 act	Efflux pump inh
O=C(Nc1nnc(Cc2ccc(F)cc2)s1)Nc1ccccc1F	3	2	11	4	2.1	5	0	4	0.1
Cc1cc(C(=O)NNC(=O)c2ccc(Cl)cc2)c2ccccc2n1	-3	·	·	-5	-0.4	-4	·	-12	-0.2
COc1ccc(CN2CCCCC2C)cc1C (stereo unspecified)	26	-7	-2	-7	1.0	5	1	5	-0.1
CCOC(=O)C1=C(CNC2CCCCC2)NC(=O)NC1c1cc(C)ccc1C (stereo unspecified)	2	-4	3	0	3.9	-1	-1	-8	-0.1
Nc1nonc1OCCN1CCN(c2ccc([N+](=O)[O-])c3cccnc23)CC1	5	-2	1	-2	1.3	-14	3	0	0.0
COc1ccccc1CNC(=O)[C@H](C)NC(=O)C1CCN(C(=O)[C@@H](N)CCSC)CC1	13	-5	1	0	2.7	6	5	-2	-0.2
Cc1ccc(CNC(=O)c2ccc(CS(=O)Cc3cccc(Cl)c3)o2)cc1 (stereo unspecified)	-4	-2	-4	7	-6.3	-5	1	-10	0.2
CC(C)C1N(C(=O)N2CCOCC2)CCN1S(=O)(=O)c1ccccc1 (stereo unspecified)	-4	-2	8	3	0.9	14	3	6	-0.4
CN(C/C=C/c1ccccc1)Cc1cccc2ccccc12	·	-1	-11	-5	4.6	1	-1	2	0.1
C/C(CC(=O)NCc1ccco1)=N\NC(=O)CC#N	2	2	5	0	0.9	-7	0	-25	0.0
Cc1ccc(Nc2cc(C)nn2-c2nc(C)cc(=O)[nH]2)cc1	1	-7	-4	26*	3.4	2	5	2	-0.3
COc1ccc(NC(=O)c2ccc(COc3ccccc3)o2)cc1	161	1	-1	-1	0.5	-3	1	9	-0.1
CCOc1ccc(N2CC(C(=O)Nc3cccc(S(=O)(=O)N4CCCCC4)c3)CC2=O)cc1 (stereo unspecified)	2	-5	9	-4	2.6	-3	-2	3	0.0
CCC(Sc1ccc2nnc(-c3ccc(OC)c(OC)c3)n2n1)C(=O)O (stereo unspecified)	-15	0	1	1	0.8	-3	3	0	0.8
CCOC(=O)C(C)N1N=C(/C=C/c2ccc(C)cc2)CCC1=O (stereo unspecified)	·	4	3	-4	0.5	5	0	2	0.1
CS(=O)(=O)N(Cc1ccccc1)c1ccc(C(=O)Nc2ccc3c(c2)OCO3)cc1	-20	-2	2	7	2.6	7	1	-3	-0.1
CCOc1cc(C#N)ccc1OCC(=O)N1CCc2ccccc2C1	-1	0	9	2	1.3	4	0	1	-0.1
Cc1ccc(C(=O)Nc2ccccc2N2CCCC2)s1	6	·	·	0	0.1	2	·	-3	-0.1
N#CC1=C(N)Oc2n[nH]c(-c3cccs3)c2C1c1ccoc1 (stereo unspecified)	-6	2	-4	0	-0.8	-6	-4	-3	0.0
CC1(CC(=O)N/N=C/c2ccc(OCc3ccc(Cl)cc3Cl)cc2)OCCCO1	-11	-4	0	3	1.5	14	3	-2	0.0
COc1ccccc1-c1cc(C(=O)Nc2c(F)cc(F)cc2Br)no1	-2	0	-1	1	4.2	0	0	-5	0.8
COc1ccc(N(C(=O)Cn2nnc3ccccc32)C(C(=O)NC(C)(C)C)c2ccc(OC)c(O)c2)cc1 (stereo unspecified)	-8	-1	6	-4	-0.9	-2	2	8	0.0
CC(C)(C)OC(=O)N1CCC[C@H]1C(=O)O	-15	0	-13	-1	-5.1	-4	-7	-4	-0.1
Cc1cc(C(=O)NC2CCCc3c2cnn3-c2ccc(C(C)(C)C)cc2)n[nH]1 (stereo unspecified)	-4	0	-10	3	1.1	-5	4	-1	0.3
COc1cccc(CN2C(=O)c3cccc(N)c3C2=O)c1	4	-16	2	1	2.1	-7	2	-8	0.1
CCOC(=O)C1C(=O)NC(SCC(N)=O)=C(C#N)C1c1ccccc1OCC (stereo unspecified)	-6	70*	1	-4	0.9	-6	3	-9	0.0
COCCCNC(=S)NCCCNc1nc2cc(C)cc(C)c2cc1C#N	11	4	5	-5	0.3	1	-3	-8	0.0
Cc1ccc(-c2cccc(C3CC=CC4C3C(=O)N(Cc3ccccc3)C4c3ccc4ccccc4c3)c2)cc1 (stereo unspecified)	2	1	19	10	2.5	0	1	-6	0.2
COc1cccc2cc(C(C)OC(=O)Nc3ccc(C)cc3)oc12 (stereo unspecified)	-1	-1	5	-3	0.3	10	2	2	0.0
CCCN1C2CCCC1CC(NC(=O)C1CCCCC1)C2 (stereo unspecified)	-27	-3	3	3	0.4	5	0	5	-0.1
CNc1nnc(-c2ccc(OC)cc2)s1	7	0	-3	-5	0.4	-9	-3	0	-0.1
CSc1ccccc1NC(=O)c1ccccc1N(C)S(C)(=O)=O	6	-3	1	-2	-0.7	10	1	5	0.0
CC(C)Sc1nnc(CNC(=O)C23CC4CC(CC(C4)C2)C3)n1Cc1ccccc1	-1	-2	13	1	3.1	4	-1	-1	0.3
CC(C)c1nnc(NC(=O)C2CCCO2)s1 (stereo unspecified)	-17	-3	-3	0	0.9	3	5	0	0.0
Cc1ccc(-c2nc3cccnc3o2)cc1NC(=O)COc1ccc(C(C)(C)C)cc1	-1	-4	25	6	5.8	3	9	-6	0.2
CC(Oc1ccc2ccc(=O)oc2c1)C(=O)NC(Cc1c[nH]c2ccc(O)cc12)C(=O)O (stereo unspecified)	-1	-3	-2	2	1.0	3	0	0	0.3

Screening results: PubChem BioAssay, several laboratories
